Assay outcomes as filed in PubChem.
IMP-1 inhibitor = IMP-1 metallo-beta-lactamase inhibitors, primary screen, biochemical, epi-absorbance readout, Pseudomonas aeruginosa enzyme; AID 1556, 2009; metallo-beta-lactamase IMP-1 (Pseudomonas aeruginosa); actives 0.45% (n = 290,000); purified IMP-1, nitrocefin hydrolysis, epi-absorbance fluorescence; inhibition, % at 5.6 µM;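 active = inhibition above the mean plus 3 SD of all compounds in the same screening run, cut at about 4.5% in these data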;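 also: 0% = IMP-1 with DMSO and 100% = DMSO wells lacking enzyme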
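System: purified IMP-1; amount: IMP-1 0.2 nM before substrate addition; compound: single dose, 5.6 µM; times: 25 °C, 15 min preincubation, 25 min reaction; signal: Epi-absorbance via hydrolysed-nitrocefin quenching of white-plate fluorescence, 480/530 nm, EDTA stop; benchmarks: DMSO with and without IMP-1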
GPR7 antag = GPR7 receptor antagonists, primary screen, cell-based, fluorescence, single concentration. Neuropeptides B/W receptor type 1 (Homo sapiens), P48145. GPR7-expressing cells, fluorescence antagonist assay. inhibition, % at 4.4 µM. actives 1.1% (n = 290,000). AID 1861, 2009; in the data active = inhibition above about 16%, passing the limit was not always enough;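 also: cells stimulated with the agonist NPW; 0% = agonist with vehicle and 100% = vehicle without agonist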
DNA FID counter = compounds displacing fluorescent DNA intercalator, primary screen, artefact control for HCV NS3 helicase inhibitor project, biochemical, FID fluorescence | DNA fluorescent intercalator displacement | inhibition, % at 7.9 µM | actives 0.17% (n = 290,000); in the data active = inhibition above about 37%;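 also: 0% = vehicle and 100% = reference compound; higher means more ethidium bromide displaced from hairpin DNA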
VIM-2 inh = VIM-2 metallo-beta-lactamase inhibitors, primary screen, biochemical, epi-absorbance readout, Pseudomonas aeruginosa enzyme. purified VIM-2, nitrocefin hydrolysis, epi-absorbance fluorescence. actives 0.89% (n = 290,000). inhibition, % at 5.6 µM;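 active = inhibition above the mean of all tested compounds plus 3 SD, cutoff set per screening run, cut at about 7.5% in these data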;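 also: red hydrolysis product quenches plate fluorescence so inhibitors raise well fluorescence; 0% = enzyme with DMSO and 100% = DMSO without enzyme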
OXTR agonist = human OXTR agonists, primary screen, fluorescence, CHO-OTR cells, Fluo-8 calcium. Oxytocin receptor (Homo sapiens), P30559. Fluo-8 calcium fluorescence; normalized: DMSO 0%, oxytocin 100%. activation, % at 3 µM. actives 0.32% (n = 320,000);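 active = activation above the mean of all tested compounds plus 3 SD, cutoff set per screening run, cut at about 20% in these data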;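 also: peak over basal fluorescence ratio from a 100 s FLIPR kinetic read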
GalR3 antagonist = GalR3 antagonists in HEK293 cells, primary screen, cell-based, fluorescence readout. actives 0.44% (n = 360,000). Galanin receptor type 3 (Homo sapiens), O60755. HEK293 GalR3-CNG cAMP membrane potential fluorescence; galR3 body fused to GalR1 C-terminus. AID 651719, 2012. inhibition, % at 3 µM;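 active = inhibition above the screen-wide average plus 3 SD, cut at about 13% in these data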;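 also: forskolin and galanin both at EC90 stimulate the cells; cAMP rise reported by CNG channel membrane potential dye signal; 0% = forskolin plus galanin with DMSO and 100% = forskolin alone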
Target sequence (O60755 1-299 limits assumed): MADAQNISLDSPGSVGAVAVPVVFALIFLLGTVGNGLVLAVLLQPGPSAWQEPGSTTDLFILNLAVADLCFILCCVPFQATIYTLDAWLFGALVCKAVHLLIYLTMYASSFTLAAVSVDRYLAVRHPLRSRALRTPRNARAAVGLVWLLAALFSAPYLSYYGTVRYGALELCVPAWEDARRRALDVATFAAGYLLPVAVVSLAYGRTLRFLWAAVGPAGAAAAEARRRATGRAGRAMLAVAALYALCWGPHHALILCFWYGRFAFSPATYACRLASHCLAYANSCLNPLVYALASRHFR
V1aR counter = agonists of human V1a receptor, primary screen, counter-screen for OXTR agonist project, fluorescence, CHO-V1R cells; Vasopressin V1a receptor (Homo sapiens), P37288; Fluo-8 calcium fluorescence, agonist mode; 0% DMSO, 100% 3 nM vasopressin; activation, % at 3 µM; actives 0.25% (n = 320,000);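 active = activation above the mean activation of all tested compounds plus 3 SD, per screening run, cut at about 20% in these data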;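 also: signal is peak over basal fluorescence ratio across a 100 second FLIPR read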
HCV NS3 hel inh = inhibitors of HCV NS3 helicase, primary screen, biochemical, Cy5 molecular beacon fluorescence. Hepatitis C virus NS3 helicase. NS3 helicase DNA unwinding. inhibition, % at 10.9 µM. actives 0.56% (n = 290,000);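 active = inhibition above the mean of all tested compounds plus 3 SD, set per campaign, cut at about 35% in these data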;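 also: 0% = DMSO wells and 100% = thioflavine S control wells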
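System: NS3 helicase fragment of HCV / Schedule: 1 h at 25 °C / Control set: DMSO alone as 0% and 110 µM thioflavine S as 100% / Reagent: Cy5/quencher beacon DNA duplex and ATP to start / Technique: Cy5 fluorescence / Replication: singlicate / Evaluation: % inhibition of end-to-start signal ratio versus controls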
PHOSPHO1 block = PubChem AID 1565 | actives 1.1% (n = 290,000) | Phosphoethanolamine/phosphocholine phosphatase (Homo sapiens), Q8TCT1 | inhibition, % at 13.3 µM | recombinant PHOSPHO1, absorbance phosphatase assay; in the data active = inhibition above about 60%
Target sequence (Q8TCT1 whole entry, looked up): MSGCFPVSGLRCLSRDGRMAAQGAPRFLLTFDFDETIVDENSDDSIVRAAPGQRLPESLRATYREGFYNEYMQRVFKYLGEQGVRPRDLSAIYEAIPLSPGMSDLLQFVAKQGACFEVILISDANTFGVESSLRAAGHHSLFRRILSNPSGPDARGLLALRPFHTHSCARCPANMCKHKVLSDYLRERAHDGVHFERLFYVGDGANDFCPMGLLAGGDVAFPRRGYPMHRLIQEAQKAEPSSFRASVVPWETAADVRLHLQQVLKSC
An asterisk follows results filed as active; x = no result given; & = joins results of further samples; ! = a repeat was not active.

SMILES	IMP-1 inhibitor	GPR7 antag	DNA FID counter	VIM-2 inh	OXTR agonist	GalR3 antagonist	V1aR counter	HCV NS3 hel inh	PHOSPHO1 block
Cc1ccc(NC(=O)c2ccc(CSc3ncnc4nc[nH]c34)cc2)c(C)c1	-3.7	-1	-18	-7.3	-0.7	-2	-0.1	-25	32
O=C1c2oc3ccccc3c(=O)c2C(c2cccc(Br)c2)N1Cc1ccco1 (stereo unspecified)	-1.4	-1	2	-4.0	-0.9	-4	-0.3	1	8
CCc1cccc(NC(=O)CCCSc2nc3ccccc3[nH]2)c1	0.1	19	-7	-0.7	3.0	-4	3.5	-10	14
COc1ccc(C(=O)Nc2ccc(C(=O)O)cc2NC(=O)c2ccc(OC)cc2)cc1	-1.8	-7	-32	1.6	x	-6	x	15	28
Nc1nnc(CC(=O)NCc2ccccc2)s1	-2.1	-8	0	-2.2	0.3	-4	-0.1	5	16
O=C(Nc1cccs1)Nc1ccccc1Br	-2.1	-13	0	-0.4	-1.9	-6	1.6	2	-7
COc1ccccc1NC(=O)C(=O)N1N=C(C(C)C)CC1(O)C(F)(F)F (stereo unspecified)	-2.1	-9	-6	-1.9	-0.1	-6	1.3	12	15
CCOP(=O)(OCC)c1nc(-c2ccccc2)oc1NCc1ccccc1	-1.7	-1	-30	-1.0	-2.9	-3	-1.7	-12	-8
C(=N\Nc1nc(N2CCCC2)nc(N2CCCC2)n1)/c1ccncc1	-4.1	-8	-26	-3.5	-0.3	-5	0.2	-1	8
CCOC(=O)N1CCN(CC(O)COc2ccc3c(c2)CCC3)CC1 (stereo unspecified)	0.6	7	-34	-0.5	-0.1	-6	0.2	-5	28
CCN(CC)CCN(C(=O)c1ccc(S(=O)(=O)N2CCCCC2)cc1)c1nc2cc3c(cc2s1)OCO3	-2.8	-4	18	0.6	0.5	x	0.1	0	27
O=C(O)C1CC(=O)N(Cc2ccccc2)C1 (stereo unspecified)	-2.6	-8	2	-2.8	-0.4	-3	1.1	-7	17
O=C(CS(=O)(=O)Cc1ccccc1)Nc1nnc(C(F)(F)F)s1	-4.3	-8	-23	-2.8	-0.3	-6	-0.7	11	32
COc1cc2ccccc2cc1C(=O)N1CCCC1	-1.0	-8	-21	-2.6	-0.7	-4	0.0	6	19
COc1ccccc1CNC(=O)CCC(=O)N1CC(C)Sc2ccccc21 (stereo unspecified)	-5.6	-1	-37	-1.8	-0.7	1	0.1	3	39
Cc1c(C(=O)NC2CCCCC2)oc2ccccc12	-5.5	19	-21	-1.6	-2.1	-12	0.3	5	45
O=C(Nc1nncs1)C1COc2ccccc2O1 (stereo unspecified)	-2.1	-14	3	-2.4	-0.4	-3	0.2	-4	7
OCc1cn(-c2ccc(Cl)cc2)nn1	-1.9	-4	-8	-0.9	-0.4	-2	0.6	-5	41
COC(=O)c1ccc(NC(=O)CSc2nncn2-c2ccccn2)cc1	-0.9	-15	-12	-1.1	0.0	-6	0.8	-3	45
Cc1nc2ccccc2c(=O)n1NC(=O)/C=C/c1ccccc1Cl	0.3	-7	-4	-3.6	-0.2	-4	0.8	-6	-10
Cc1ccc(N(CC(O)Cn2c3ccccc3c3ccccc32)S(C)(=O)=O)cc1 (stereo unspecified)	-0.4	24*	-21	-2.6	7.4	-9	4.9	-15	8
COc1ccc(C(=O)Oc2ccc3ccc(=O)oc3c2)cc1	-0.8	16	-11	-0.1	1.6	-12	0.5	-6	27
CN(C(=O)c1ccncc1)C1CCS(=O)(=O)C1 (stereo unspecified)	-2.0	-9	3	-2.5	0.2	2	0.1	0	-1
O=C(O)c1cccc(N2C(=O)c3cccc(Oc4ccc(Cl)cc4)c3C2=O)c1	20*	-15	-30	4.9	-0.9	-2	0.0	17	-14
O=C(OCCN1CCOCC1)c1cccnc1	8.4*!	-8&-7	4&-2	-1.0&-2.7	0.3&0.7	-2	-0.2&0.5	-6&0	31&15
CN(C)S(=O)(=O)c1ccc(-c2csnn2)s1	-3.7	-6	0	0.6	-0.2	-4	0.4	8	17
CCSc1nnc(Cc2cc(=O)[nH]c(=O)[nH]2)n1-c1ccc(F)cc1	-3.5	-7	0	-1.2	0.4	2	1.0	-4	-20
CCN1CCCC1CN(Cc1cc2ccc(C)c(C)c2[nH]c1=O)C(=O)Nc1ccccc1OC (stereo unspecified)	0.0	-1	-2	2.2	-0.3	0	0.1	12	23

Of the compounds above, these contain a halogen:
SMILES	IMP-1 inhibitor	GPR7 antag	DNA FID counter	VIM-2 inh	OXTR agonist	GalR3 antagonist	V1aR counter	HCV NS3 hel inh	PHOSPHO1 block
O=C1c2oc3ccccc3c(=O)c2C(c2cccc(Br)c2)N1Cc1ccco1 (stereo unspecified)	-1.4	-1	2	-4.0	-0.9	-4	-0.3	1	8
O=C(Nc1cccs1)Nc1ccccc1Br	-2.1	-13	0	-0.4	-1.9	-6	1.6	2	-7
COc1ccccc1NC(=O)C(=O)N1N=C(C(C)C)CC1(O)C(F)(F)F (stereo unspecified)	-2.1	-9	-6	-1.9	-0.1	-6	1.3	12	15
O=C(CS(=O)(=O)Cc1ccccc1)Nc1nnc(C(F)(F)F)s1	-4.3	-8	-23	-2.8	-0.3	-6	-0.7	11	32
OCc1cn(-c2ccc(Cl)cc2)nn1	-1.9	-4	-8	-0.9	-0.4	-2	0.6	-5	41
Cc1nc2ccccc2c(=O)n1NC(=O)/C=C/c1ccccc1Cl	0.3	-7	-4	-3.6	-0.2	-4	0.8	-6	-10
O=C(O)c1cccc(N2C(=O)c3cccc(Oc4ccc(Cl)cc4)c3C2=O)c1	20*	-15	-30	4.9	-0.9	-2	0.0	17	-14
CCSc1nnc(Cc2cc(=O)[nH]c(=O)[nH]2)n1-c1ccc(F)cc1	-3.5	-7	0	-1.2	0.4	2	1.0	-4	-20

Some of these compounds in order of length of the SMILES, smallest number first:
SMILES	IMP-1 inhibitor	GPR7 antag	DNA FID counter	VIM-2 inh	OXTR agonist	GalR3 antagonist	V1aR counter	HCV NS3 hel inh	PHOSPHO1 block
O=C(Nc1cccs1)Nc1ccccc1Br	-2.1	-13	0	-0.4	-1.9	-6	1.6	2	-7
Nc1nnc(CC(=O)NCc2ccccc2)s1	-2.1	-8	0	-2.2	0.3	-4	-0.1	5	16
CN(C(=O)c1ccncc1)C1CCS(=O)(=O)C1 (stereo unspecified)	-2.0	-9	3	-2.5	0.2	2	0.1	0	-1
